PV pol inh: inhibitors of poliovirus RNA polymerase binding and polymerization | % elongation, % (compound at 16.7 µg/mL) | 150,000 tested, 0.66% active | P03300 | poliovirus polymerase elongation, fluorescence polarization; hits give low values; in the data active = % elongation below about 90%; note: some results filed as inactive read as strong as hits
Target sequence (P03300 1749-2209 limits assumed): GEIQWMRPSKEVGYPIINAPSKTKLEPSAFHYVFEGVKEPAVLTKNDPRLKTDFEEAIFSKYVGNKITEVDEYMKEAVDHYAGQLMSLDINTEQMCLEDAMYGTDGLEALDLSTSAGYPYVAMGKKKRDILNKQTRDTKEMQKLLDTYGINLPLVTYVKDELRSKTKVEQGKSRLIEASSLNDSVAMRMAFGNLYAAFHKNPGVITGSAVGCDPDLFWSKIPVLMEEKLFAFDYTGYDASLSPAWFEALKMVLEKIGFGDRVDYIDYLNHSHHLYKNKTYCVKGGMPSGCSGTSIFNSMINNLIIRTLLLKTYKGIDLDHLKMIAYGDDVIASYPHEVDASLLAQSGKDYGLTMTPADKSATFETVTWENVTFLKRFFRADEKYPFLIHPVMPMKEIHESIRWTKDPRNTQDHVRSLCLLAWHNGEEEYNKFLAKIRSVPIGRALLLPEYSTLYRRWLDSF
PV pol inh FP z-score: recorded beside PV pol inh, whose call it bears; z-score; measured here: FP z-score; hits read low
* = called active by the depositor; & = joins results of further samples.

Values in the order: PV pol inh FP z-score | PV pol inh
- Cc1cccc2c1[nH]c1nc(=S)[nH]nc12
→ -0.1 | 100
- CCOc1ccc(-c2n[nH]c(=S)c3ccccc23)cc1
→ 0.2 | 102
- CCCC(=O)Nc1ccc2nc(SCCOc3ccccc3)sc2c1
→ -1.8 | 99
- CCOC(=O)c1cnc(SCC(=O)N2CCc3ccccc32)nc1N
→ 0.2 | 103
- COc1ccc(CCNc2ncnc3c2nnn3C)cc1
→ 0.9 | 111
- Cc1cccc(N(CC(N)=O)C2SC(=O)NC2=O)c1 (stereo not given)
→ -2 | 94
- CC(=O)Nc1ccc(NC(=O)CS(=O)(=O)Cc2ccccc2)cc1
→ 0 | 100
- COc1ccc(-n2c(=O)c3c(c4cc(OC)ccc4n3C)n(Cc3c(F)cccc3Cl)c2=O)cc1
→ 0.7 | 111
- N#Cc1cc2c(=O)n3ccccc3nc2n(CCN2CCOCC2)c1=O
→ 0.9 | 106
- N#CCC(=O)Nc1cc(Cl)cc(Cl)c1
→ 0.4 | 103
- Cc1ccc2[nH]c3c(c2c1)CCCC3C(N)=O (stereo not given)
→ -0.4 | 100
- CC(Sc1nc(=O)cc(N)n1CCc1ccccc1)C(=O)Nc1ccccc1C#N (stereo not given)
→ -0.1 | 104
- Cc1ccc2occ(CC(=O)Nc3ccc(S(=O)(=O)N4CC(C)OC(C)C4)cc3)c2c1 (stereo not given)
→ -1.2 | 99
- Cc1c(C(=O)O)[nH]c2c1C(=O)CC(c1ccc(Cl)cc1)C2 (stereo not given)
→ -0.1 | 100
- Cc1ccccc1OCCC(=O)Nc1ccc(F)c(Cl)c1
→ 0.4 | 103
- Cc1coc2cc3oc(=O)cc(C)c3cc12
→ 0.4 | 102
- COc1ccccc1NC(=O)CSc1nc2ccccc2cc1C#N
→ 0 | 101
- CCCCN(C)c1ncnc2c1sc1nc3c(cc12)COC(C)(C)C3
→ 0.1 | 102
- Cn1nc(C(=O)NC2CCN(Cc3ccccc3)CC2)c2c1-c1ccccc1S(=O)(=O)C2
→ -0.3 | 101
- Cc1c(C(=O)N(C)c2ccccc2)sc2nc(-c3ccc(F)cc3)cn12
→ -0.3 | 106
- COc1ccc2c(c1)CCc1c(C(=O)N(C)c3ccccc3)noc1-2
→ 0.4 | 102
- O=C1CCSC2(C(=O)N(Cc3ccc(F)cc3)c3ccccc32)N1c1cccc(F)c1 (stereo not given)
→ 0.3 | 107
- CCc1ccc(Nc2nn(-c3ccc(OC(F)(F)F)cc3)nc2C(C)=O)cc1
→ 0.3 | 110
- Cc1c(C(=O)NCCN2CCOCC2)sc2nc(-c3ccc(F)cc3)cn12
→ -0.1 | 101
- CCCCCCCCCCCCCCCCOCC(CO)OC (stereo not given)
→ 0.2&0.4 | 102&102
- COC(=O)c1ccc(Cn2c(SCC(=O)NCc3ccccc3)nc3ccccc32)cc1
→ 0.3 | 108
- CC1CC(=O)c2cnc(N3CC(C)CC(C)C3)nc2C1 (stereo not given)
→ -1.1 | 100
- CCc1cccc(C)c1Nc1c(-c2cccc(O)c2)nc2nc(C)cc(C)n12
→ -0.4 | 111
- CCOc1ccc(CC(=O)Nc2c(C(=O)c3ccc(F)cc3)oc3ccccc23)cc1OCC
→ 0.8 | 107
- COc1ccc(CCNC(=O)COc2cccc3c2CCN(Cc2cccnc2)C3=O)cc1OC
→ 0 | 101

Part of the list above in another layout:
Molecule	PV pol inh FP z-score	PV pol inh
CCc1ccc(Nc2nn(-c3ccc(OC(F)(F)F)cc3)nc2C(C)=O)cc1	0.3	110
Cc1ccccc1OCCC(=O)Nc1ccc(F)c(Cl)c1	0.4	103

Some of the entries above, reformatted:
| SMILES | PV pol inh FP z-score | PV pol inh |
| --- | --- | --- |
| CCCC(=O)Nc1ccc2nc(SCCOc3ccccc3)sc2c1 | -1.8 | 99 |
| CCOC(=O)c1cnc(SCC(=O)N2CCc3ccccc32)nc1N | 0.2 | 103 |

Later entries.
Values in the order: PV pol inh FP z-score | PV pol inh
- CCOC(=O)N1CC=C2C(C1)C(c1cccc(C(F)(F)F)c1)C(C#N)=C(N)C2(C#N)C#N (stereo not given)
→ 0.7 | 109
- O=C(C1CCC(Cn2c(=O)c3sccc3n(Cc3ccccc3)c2=O)CC1)N1CCOCC1 (stereo not given)
→ -1 | 102
- CCN(CC)C(=O)CSc1nc2cc3c(cc2c(=O)n1CCCC(=O)NCc1ccc2c(c1)OCO2)OCO3
→ 0 | 106
- O=C1c2ccccc2C(Nc2ccccc2)N1c1cccnc1 (stereo not given)
→ 0.5 | 103
- COc1ccc(-c2cc(C(=O)N3CCC(C(N)=O)CC3)c3ccccc3n2)cc1
→ -0.4 | 101
- COc1ccc(C)cc1NC(=O)Cn1c(=O)oc2cc(S(=O)(=O)NCc3ccccc3)ccc21
→ -0.1 | 104
- Nc1ccc(S(=O)(=O)Nc2ccccn2)cc1
→ 0&-0.3 | 100&98
- COc1ccccc1C(=O)Nc1ccc(S(C)(=O)=O)cc1
→ -0.2 | 108
- C=CCNC(=O)COc1cccc2c(=O)n(CC)ccc12
→ -1.7 | 98
- CCCn1c(N)c(NCCN2CCOCC2)c(=O)n(CC(=O)NCc2ccccc2)c1=O
→ 1.1 | 108
- COc1ccccc1C(=O)Nc1cccc(C(=O)OCc2cc(=O)n3ccsc3n2)c1
→ -0.2 | 106
- COc1ccc(CCC(=O)Nc2nc3ccccc3[nH]2)cc1OC
→ 0 | 104
- CCC(=O)N1CCc2cc(Br)cc(S(=O)(=O)NCc3ccccc3OC)c21
→ 0.4 | 103
- Cc1c(C(C)(C)C)s/c(=N\S(=O)(=O)c2ccc(Cl)cc2)n1C
→ 0.1 | 103
- CCOc1ccc(-c2cc(NC(=O)Nc3ccccc3Cl)c(C(=O)OC)s2)cc1
→ 0.1 | 107
- C=CCc1ccc(OCCOCCN2CCN(C)CC2)c(OC)c1
→ -0.9 | 94
- O=C(CN1CCC2(CC1)OCCO2)Nc1ccccc1
→ -1.1 | 100
- CCOC(=O)c1c(C)[nH]c(C)c1S(=O)(=O)NCC(=O)NCc1cccc(C)c1
→ 0.3 | 111
- CC(C)=NNS(=O)(=O)c1ccc(N2CCCC2=O)cc1
→ -0.2 | 101
- Cc1cccc(CCNC(=O)c2c[nH]c3ccc(S(=O)(=O)Nc4ccccc4F)cc3c2=O)c1
→ -0.1 | 105
- CC(C)(C)c1ccccc1NC(=O)c1cccc(Cn2cc(Cl)cn2)c1
→ -0.1 | 100
- Clc1cccc(-c2nnc(CN3CCN(c4ccccn4)CC3)o2)c1
→ -0.2 | 104
- COc1ccc(S(=O)(=O)c2cn(C)c3cc(N4CCOCC4)c(F)cc3c2=O)cc1
→ 0.8 | 111
- CCCCC(=O)N1c2ccccc2C(Nc2ccccc2)CC1C (stereo not given)
→ -0.3 | 100
- O=C1CCCC(=O)C1C(c1ccc(-c2cc(C(F)(F)F)ccc2Cl)o1)C1C(=O)CCCC1=O
→ -0.1 | 102
- CN1C(=O)C(=Cc2cn(CC(=O)O)c3ccccc23)C(=O)N(C)C1=S
→ 0.2 | 103
- CC1CN(C(=O)Nc2ccc(C(=O)NCCc3ccccc3Cl)cc2)c2ccccc2S1 (stereo not given)
→ 0.9 | 110
- CC(=O)N(C)c1ccc(N=Nc2c(-c3ccccc3)[nH][nH]c2=O)cc1
→ -0.8 | 99
- Cc1cc(C)c(NS(=O)(=O)c2ccc3c(c2)CC(C)N3C(=O)C2CCC2)c(C)c1 (stereo not given)
→ 0.1 | 107
- Cc1ccc(C)c(Nc2nnc(-c3ccc(C)c(S(=O)(=O)N4CCN(C)CC4)c3)c3ccccc23)c1
→ 0.1 | 105
- Cc1nc2cc(CCO)ccc2s1
→ 0.1 | 102
- COCCNC(=O)c1cc2c(s1)-c1ccsc1CC2
→ 0.3 | 101
- O=C(NCCc1ccccc1)c1cc(S(=O)(=O)N2CCCCC2)c[nH]1
→ -1 | 102
- N#C/C(=C\C=C\c1ccco1)C(=O)Nc1cccc(Br)c1
→ 2.1 | 120
- c1coc(CSCCNc2nc(-c3cccs3)nc3ccccc23)c1
→ 0 | 103
- CCOC(=O)c1cc(NC(=O)SCC(=O)O)c(C)nc1C
→ -0.1 | 100
- CCOc1cc(C(=O)NC2=C(C(=O)OC)SCC2)cc(OCC)c1OCC
→ 0 | 101
- COC(=O)c1ccc2c(=O)[nH]c(COC(=O)c3ccccc3OCc3c(C)noc3C)nc2c1
→ -0.1 | 100
- CCOc1ccccc1NC(=O)CCc1c(C)nc2cc(-c3ccccc3)nn2c1C
→ 1 | 108
- O=c1c(=O)n(Cc2c(F)cccc2Cl)ccn1Cc1ccccc1
→ -0.4 | 104
- NC(=O)CC(NC(=O)c1ccccc1)C(=O)O (stereo not given)
→ -0.2 | 100
- COc1ccc(Nc2ccccc2N)cc1
→ -0.3 | 100
- COC(=O)C1CCCNC1=O (stereo not given)
→ -0.8 | 99
- O=C(Nc1ccc(-c2nc3cc(NC(=O)c4ccc(F)cc4)ccc3o2)cc1)c1ccc(F)cc1
→ 0.2 | 105
- CCOC(=O)C1CCN(C(=O)C(C)OC(=O)c2ccccc2O)CC1 (stereo not given)
→ 0.3 | 105
- CCCc1ccc(OCC(=O)Nc2sc(C(=O)OCC)c(C)c2C(=O)OCC)cc1
→ -0.1 | 102
- CCc1c(C)[nH]c(=S)c(C#N)c1C
→ 0.2 | 104
- NS(=O)(=O)c1ccc(CCNC(=O)C2CCCCN2S(=O)(=O)c2ccccc2)cc1 (stereo not given)
→ -0.7 | 99
- COc1ccn(C)c(=O)c1C#N
→ -0.3&-0.1 | 100&99
- O=C1Nc2ccccc2SC1CO (stereo not given)
→ 0.3 | 107
- CC(C)c1cc(=O)c2c(=O)n(-c3ccccc3)[nH]c2[nH]1
→ -1.2 | 99
- CCc1ccc(CNC(=O)C2CCN(C(=O)N3CC(CC)Oc4ccc(C)cc43)CC2)cc1 (stereo not given)
→ 0 | 107
- Cc1ccccc1N=C1SCCN1C(=O)c1ccc2c(c1)OCCO2
→ -0.4 | 101
- CCOc1ccccc1C(=O)NCc1cn2ccccc2n1
→ -0.2 | 102
- CC(C)CC(=O)Nc1ccc(C(=O)COC(=O)c2ccc(-n3cnnn3)cc2)cc1
→ 1.1 | 113
- Cc1ccc(C)c(S(=O)(=O)n2ccc(C)n2)c1
→ -0.2 | 101
- CCc1ccc(NC(=O)Nc2ccccc2)cc1
→ -0.2 | 100
- O=C(Nc1cccc2ncccc12)C1CC(=O)N(Cc2ccco2)C1 (stereo not given)
→ -0.3 | 99
- CCC(Sc1nc2cc(OC)c(OC)cc2c2nc(-c3ccccc3)nn12)C(=O)NCc1ccco1 (stereo not given)
→ -0.1 | 100
- O=S(=O)(NCc1nc(-c2ccccc2)no1)c1ccccc1
→ -2.2 | 100

An excerpt from above in order of SMILES length, smallest number first:
Values in the order: PV pol inh FP z-score | PV pol inh
- COc1ccn(C)c(=O)c1C#N
→ -0.3&-0.1 | 100&99
- CCc1c(C)[nH]c(=S)c(C#N)c1C
→ 0.2 | 104
- COCCNC(=O)c1cc2c(s1)-c1ccsc1CC2
→ 0.3 | 101
- CCOC(=O)c1cc(NC(=O)SCC(=O)O)c(C)nc1C
→ -0.1 | 100
- COC(=O)c1ccc2c(=O)[nH]c(COC(=O)c3ccccc3OCc3c(C)noc3C)nc2c1
→ -0.1 | 100

(further entries)
Values in the order: PV pol inh FP z-score | PV pol inh
- Cc1ccc2nc(-c3cccc(Cl)c3)c(Nc3ccc4c(c3)OCO4)n2c1
→ 0.7 | 109
- CCc1ccccc1S(=O)(=O)Cc1ccc(C(=O)NCc2cccs2)o1
→ 0 | 101
- NC(=O)c1ccccc1N/C=C/C(=O)c1ccccc1
→ 0.3 | 102
- CC1CCN(S(=O)(=O)c2ccc3c(c2)N(CC(=O)NCCc2ccc(Cl)cc2)C(=O)CO3)CC1
→ -1.1 | 101
- CCN(CC)c1ccc2cc(C(=O)Nc3ccc(NC(C)=O)cc3)c(=O)oc2c1
→ -1.2 | 98
- CCOC(=O)c1c(Nc2ccc(OC)c(Cl)c2)n[nH]c1C
→ -1.8 | 98
- OCC#Cc1cnc2ccccc2c1
→ 0.9 | 104
- O=c1oc(-c2ccccc2Br)nc2sc3c(c12)CCC3
→ 0 | 102
- COC(=O)N/N=C/c1ccc2c(c1)OCO2
→ 0.1 | 102
- COC(=O)CN1C(=O)CSc2ccc(S(=O)(=O)Nc3cccc(C)c3C)cc21
→ -0.6 | 104
- CC(=O)N/N=C(\C)CCc1ccccc1
→ -0.1 | 100
- CN(C)CC(C)(C)CNCc1ccc(-n2cnc3ccccc32)cc1
→ -0.4 | 98
- CN(C)c1ccc(NC(=O)/C=C\C(=O)N2CCOCC2)cc1
→ 0.1 | 102
- N#Cc1c(S/C=C(\O)c2ccccc2)nc2c(c1C(F)(F)F)CCCC2
→ 2.5 | 114
- CC(=O)Nc1ccc(NC(NC(=O)c2cccs2)C(=O)c2ccccc2)cc1 (stereo not given)
→ -0.4 | 100
- Cc1oc(-c2ccccc2Cl)nc1CN1C(=O)CN=C(c2ccccc2)c2cc(Cl)ccc21
→ 0.3 | 109
- CCOC(=O)N1CCc2c(sc3c2c(=O)n(Cc2ccccc2)c(=O)n3CC(=O)Nc2ccc(C)c(C)c2)C1
→ 1.2 | 108
- Cc1cccc(-n2cnc3c(c2=O)c2nc4ccccc4nc2n3CCC(C)C)c1
→ 0.5 | 103
- O=c1c2c(nc(NCCCO)n1Cc1ccccc1)-c1ccccc1CC21CCCC1
→ 0.4 | 104
- C=CCNC(=O)c1ccccc1NC(=O)C1COc2ccccc2O1 (stereo not given)
→ 0.6 | 103
- CC1=CC(C)(C)NC(=S)N1c1ccc(C(C)C)cc1
→ 0 | 101
- Cc1cc(C)c(S(=O)(=O)N(CC#N)CC#N)c(C)c1
→ -0.5 | 98
- CCOC(=O)c1sc(N2C(=O)C(O)=C(C(=O)c3ccco3)C2c2ccco2)nc1C (stereo not given)
→ -0.3 | 100
- O=C(C1CC(=O)N(c2ccc(Cl)cc2)C1)N1CCN(Cc2ccc3c(c2)OCO3)CC1 (stereo not given)
→ 0.8 | 104
- O=C(CSc1ncn[nH]1)Nc1cccc2ccccc12
→ 0 | 100
- Cc1cccc(Cc2c(C)nc3nc(SCc4cccc(F)c4)nn3c2C)c1
→ -0.8 | 104
- COc1ccccc1OC(=O)c1sccc1C
→ -0.3 | 99
- O=C(COc1ccc(-c2ccccc2)cc1)NCc1cccnc1
→ -0.4 | 101
- Cc1nc(C(F)(F)F)ccc1C(=O)N1CCC(n2cccc2)CC1
→ 0.4 | 103

Bioassay records from PubChem.

The list is partial, so the mix of outcomes need not match the whole.
